# Compound activity (PubChem)
# Tau fibril ThT – inhibitors of human tau fibril formation, thioflavin T binding. recombinant tau K18 P301L (four-repeat tau fragment), heparin-induced fibrillization, ThT fluorescence. 270,000 tested, 2.1% active. Potency, µM (series often up to 57.4 µM), inactives show at the top dose activity, negative = inhibition, hits mostly inhibitors. AID 1460. P10636; further: nearly all actives have a fitted effect of over 55% in size
# Target sequence (P10636 561-689 P618L limits assumed): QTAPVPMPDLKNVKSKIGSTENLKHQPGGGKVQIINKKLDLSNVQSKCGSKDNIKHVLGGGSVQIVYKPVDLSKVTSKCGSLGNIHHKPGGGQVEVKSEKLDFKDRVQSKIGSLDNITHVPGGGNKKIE
#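 Heparin-induced fibrillization of the P301L-mutant K18 repeat-domain fragment of human tau was followed by ThT binding in quantitative high-throughput format.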
# TR SRC2 fluor cs – counter-screen for TRb-SRC2 inhibitors: fluorescence interference | TRb/SRC2 Texas Red total fluorescence interference | 280,000 tested, 0.29% active | Potency, µM (doses to about 106 µM), for inactives: top-dose fluorescence change, negative = quenching; active means well fitted curve in either direction with a large enough effect; inconclusive means small, poorly fitted or top-dose-only effect
#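 Human TRb ligand-binding domain at 0.6 uM with 20 nM Texas Red SRC2 peptide in Tris buffer containing 1 uM T3 and 5% DMSO, incubated with compound 5 h at ambient temperature. Total fluorescence (555/632 nm) calculated as parallel + 2 × perpendicular.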
# RECQ1 inh – inhibitors of human RECQ1 DNA helicase; AID 2549; Potency, µM (top dose mostly 57.3 µM), without a hit: top-dose activity, negative = inhibition, actives largely listed as inhibitors; 240,000 tested, 0.54% active; RECQ1 DNA unwinding, red fluorescence kinetic read;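 further: plate controls were vehicle for no effect and no enzyme for full effect; nearly all actives have a fitted effect of over 30% in size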
#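 50 nM RECQ1T1 preincubated 15 min with compound in Tris pH 8.0 buffer with MgCl2, DTT, Tween-20 and 2.5 ug/ml poly(dI-dC); started with 200 nM TAMRA/BHQ-2 forked duplex and 2 mM ATP. Unwinding read as fluorescence (525/598 nm), two reads 2 h apart.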
# Tau FP inhib – blocks human tau fibril formation measured by polarization; K18 P301L tau heparin fibrillization, Alexa594 FP, 6 h; Potency, µM (series often up to 57.7 µM), without a hit: top-dose activity, negative = inhibition, hits mostly inhibitors; 280,000 tested, 0.39% active; AID 1468; further: nearly all actives have a fitted effect of over 55% in size
#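 Steps: dispense K18 P301L tau (15 uM plus 0.24 uM Alexa 594 tracer, final) in pH 7 sodium acetate; add compound; add heparin (20 uM final); incubate 6 hr, 37 C; add ThT (30 uM final); after 1 hr ambient, read FP.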
# JMJD2E inh – JMJD2E (human) inhibition; B2RXH2; JMJD2E catalytic domain, FDH-coupled NADH fluorescence (FDH is formaldehyde dehydrogenase); Potency, µM (top dose mostly 57.1 µM), without a hit: at the highest dose activity change, negative = inhibition, actives largely listed as inhibitors; 230,000 tested, 1.6% active; AID 2147; active means well fitted inhibition curve with a large enough effect, not every such curve was filed as active; inconclusive means small, poorly fitted or top-dose-only effect, or another doubt; inactive means no such curve, though single readings can be large or run the other way;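 further: 0% = wells with enzyme and -100% = buffer wells without enzyme; nearly all actives have a fitted effect of over 50% in size; many of its hits are not listed in these tables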
# Target sequence (B2RXH2 1-337 limits assumed): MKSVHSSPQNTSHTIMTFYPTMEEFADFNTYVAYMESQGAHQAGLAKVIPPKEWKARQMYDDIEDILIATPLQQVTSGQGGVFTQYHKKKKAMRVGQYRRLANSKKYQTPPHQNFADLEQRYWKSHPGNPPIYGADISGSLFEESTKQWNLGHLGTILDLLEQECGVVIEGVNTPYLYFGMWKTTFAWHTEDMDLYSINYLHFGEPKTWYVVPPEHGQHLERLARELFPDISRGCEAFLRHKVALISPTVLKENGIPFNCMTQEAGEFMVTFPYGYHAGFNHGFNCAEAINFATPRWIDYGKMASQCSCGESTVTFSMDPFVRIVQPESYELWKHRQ
# RGS12 GoLoco inh – blocks human Gai1 binding to RGS12 GoLoco peptide, red readout | 230,000 tested, 0.44% active | Potency, µM (top dose mostly 61.6 µM), for inactives: top-dose activity, negative = inhibition, hits mostly inhibitors | Gai1:RGS12 GoLoco peptide FP, rhodamine, 10 min | P63096 | AID 880; active means well fitted inhibition curve with a large enough effect, not every such curve was filed as active; inactive means no such curve, though single readings can be large or run the other way; further: nearly all actives have a fitted effect of over 30% in size; many of its hits are not listed in these tables
# L3MBTL1 inh – L3MBTL1 (human) inhibition; Q9Y468; AlphaScreen L3MBTL1–H3K9me1 peptide binding; Potency, µM (top dose mostly 57.1 µM), inactives show top-dose activity, negative = inhibition, usual class: inhibitors; 230,000 tested, 0.66% active; further: nearly all actives have a fitted effect of over 60% in size
#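 AlphaScreen assay: L3MBTL1 (50 nM final) was preincubated 30 min at room temperature with biotinylated H3(1-15)K9me1 peptide (75 nM final), then 30 min with library compounds; streptavidin donor and nickel chelate acceptor beads (10 ug/mL final) added, 30 min dark.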
# TRb-SRC2 inh – disrupts binding of human TR beta to SRC2. P10828. TRbeta-SRC2 peptide binding, fluorescence polarization; receptor liganded with 1 µM T3. Potency, µM (series often up to 106 µM), without a hit: at the highest dose activity change, negative = inhibition, hits mostly inhibitors. 280,000 tested, 0.065% active;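 further: plate controls were bound peptide for no effect and peptide without receptor for full effect; nearly all actives have a fitted effect of over 50% in size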
# Target sequence (P10828 whole entry, looked up): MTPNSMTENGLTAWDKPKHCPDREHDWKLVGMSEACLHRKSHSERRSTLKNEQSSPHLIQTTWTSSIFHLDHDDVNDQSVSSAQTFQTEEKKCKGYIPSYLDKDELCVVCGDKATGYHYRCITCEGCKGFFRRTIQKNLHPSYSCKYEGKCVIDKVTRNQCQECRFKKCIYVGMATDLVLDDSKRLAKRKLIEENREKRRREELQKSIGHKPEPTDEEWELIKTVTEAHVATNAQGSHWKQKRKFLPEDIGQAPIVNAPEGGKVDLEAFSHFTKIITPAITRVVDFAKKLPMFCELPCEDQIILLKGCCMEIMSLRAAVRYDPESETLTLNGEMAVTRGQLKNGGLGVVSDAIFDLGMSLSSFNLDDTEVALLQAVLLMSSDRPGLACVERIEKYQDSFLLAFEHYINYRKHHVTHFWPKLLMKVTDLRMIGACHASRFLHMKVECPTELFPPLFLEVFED
#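 Assay buffer: 20 mM Tris-HCl, 100 mM NaCl, 10% glycerol, 1 mM EDTA, 0.01% NP-40, 1 mM DTT, 1 uM T3, 5% DMSO; TRb LBD 0.6 uM, Texas Red SRC2 20 nM; FP after 5 hr.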
# Starred values were filed as active, the others as inactive; i = inactive; ? = inconclusive; / = no result given; [ ] = remark or other dose. Unless noted, the call rests on the fitted dose curve; in most records, active means well fitted curve in the direction sought with a large enough effect; inconclusive means small, poorly fitted or top-dose-only effect, or another doubt; inactive means no such curve, though single readings can be large; an effect the other way counts as inactive or inconclusive. Unless noted, on the % scale 0 is the no-effect control and ±100 the full control effect; potency means the concentration at half of the fitted maximal effect.
# Values run as follows: Tau fibril ThT, TR SRC2 fluor cs, RECQ1 inh, Tau FP inhib, JMJD2E inh, RGS12 GoLoco inh, L3MBTL1 inh, TRb-SRC2 inh
COCCNC(=O)C1CCN(S(=O)(=O)N2CCC3(CC2)OCCO3)CC1
    -3%, 0%, -9%, 11%, 5%, 0%, -4%, -9%
CCc1ccccc1-n1c(SCC(=O)Nc2ccc3c(c2)OCCO3)nc2[nH]ncc2c1=O
    -16%, 1%, -1%, 11%, 1%, 1%, -3%, -1%
CNS(=O)(=O)c1cc(C(=O)NCc2ccco2)ccc1Cl
    -12%, -5%, i, 0%, 4%, -35%, /, 0%
Cn1c(-[n+]2c(-c3ccccc3)cc(-c3ccccc3)cc2-c2ccccc2)nc2c([N+](=O)[O-])cccc21
    ?, -2%, -1%, -9%, -4%, -30%, -1%, -6%
CCOC(=O)c1cccnc1NC(=O)c1ccncc1
    0%, -2%, -3%, -14%, -30%, 1%, 5%, -5%
CC1CCN(S(=O)(=O)c2ccc(Cl)cc2)CC1
    -2%, 0%, i, 5%, 1%, 0%, 10%, -7%
CCN(CC)S(=O)(=O)c1ccc(C(=O)Oc2cc(C)[nH]c(=O)c2[N+](=O)[O-])cc1
    2%, -1%, i, -4%, -1%, -1%, /, 3%
O=C(COc1ccccc1[N+](=O)[O-])Nc1cc(Cl)ccc1C(=O)O
    ?, -7%, 3%, 0%, -3%, -3%, 8%, 4%
COc1ccc(-c2nc(SCC(=O)NC3CCCC3)c(-c3ccc(F)cc3)[nH]2)cc1OC
    ?, -3%, /, ?, /, /, /, -1%
COc1cccc(-c2nnc3n2N=C(c2cc(OC)ccc2OC)CS3)c1
    -9%, -2%[53 µM], i, -9%, 12%, 7%, 3%, -17%[53 µM]
O=C(c1ccc2c(c1)N(Cc1ccccc1)C(=O)c1ccccc1S2(=O)=O)N1CCCCCC1
    -5%, -2%, /, 1%, /, /, /, -5%
OCCn1c(SCCOc2ccccc2F)nc2ccccc21
    1%, -1%, 2%, -1%, 5%, 7%, 12%, 7%
CC(=O)OCC(=O)[C@@]1(O)CCC2C3CCC4=CC(=O)CC[C@@]4(C)[C@]3(F)C(O)C[C@]21C (stereo partly specified)
    4%, -1%, -2%, 5%, -4%, 2%, /, 2%
CCOC(=O)c1ccccc1NC(=O)c1sc2nc3n(c(=O)c2c1C)CCCC3
    ?, 8%, /, 4%, /, /, /, 2%
CCOC(=O)NC(NC(=S)Nc1ccccc1OC)C(Cl)(Cl)Cl (stereo unspecified)
    1%, 0%, 3%, 6%, ?, 2%, 7%, 7%
S=C(NCCN1CCOCC1)Nc1ccc(Cl)cc1Cl
    8%, -3%, -10%, 1%, 1%, 11%, 13%, 1%
CCOc1ccc(-n2c(O)c(/C=N/NC(=O)C3COc4ccccc4O3)c3ccccc3c2=O)cc1 (stereo unspecified)
    ?, -2%, 0%, -5%, ?, 33%[activator], 6%, 2%
COc1ccc(NC(=O)CSc2nnc(Cc3cccn3C)n2-c2ccc(OC)cc2)cc1
    -17%, -1%, 1%, 1%, -8%, 5%, -12%, -1%
CC(C)Cn1cc(C(=O)NC2CCN(Cc3ccccc3)CC2)c2c3ccccc3n(C)c2c1=O
    -8%, 1%, i, -5%, ?, -13%, -2%, 3%
O=C(Nc1ccccc1C(F)(F)F)c1ccc2oc(=O)c(S(=O)(=O)c3ccc(F)cc3)cc2c1
    3%, -8%, /, ?, /, /, /, -1%
C=CCNC(=O)c1onc(CSc2ccc(Cl)cc2)c1C(=O)O
    0%, -2%, -9%, 6%, 3%, -4%, -1%, -10%
CSC(=NNC(=O)c1ccccc1O)SC
    -4%, 1%, i, -4%, -7%, -4%, /, 4%
COc1ccc(C(Nc2cccc([N+](=O)[O-])c2)P(=O)(OC(C)C)OC(C)C)cc1 (stereo unspecified)
    0%, 3%, -5%, 7%, 11%, 1%, -2%, 5%
CCc1ccccc1NC(=S)N(CCN1CCOCC1)C1CCN(C(C)=O)CC1
    -1%, 0%, -2%, 3%, -1%, 3%, 6%, -6%
COC(=O)N[C@@H](c1cccc(F)c1)[C@@H](C)[N+](=O)[O-]
    -1%, 2%, i, -12%, 1%, -4%, /, 2%
Cc1ccc(-c2nnc(Nc3cccc(C(F)(F)F)c3)c3ccccc23)cc1S(=O)(=O)N1CCOCC1
    -15%, -1%, /, ?, /, /, /, 12%
COc1ccc(Cc2nnc(NC(=O)c3c(-c4ccccc4)noc3C)s2)cc1OC
    -13%, -1%, -2%, 3%, 1%, -9%, 12%, 3%
CCCCN(C(=O)CSc1nnc(Nc2ccccc2)s1)c1c(N)n(CCC)c(=O)[nH]c1=O
    -11%, -2%, -1%, 0%, -1%, 3%, /, 2%
COc1ccc(C(=O)n2cnnc2N)cc1
    -18%, -2%, -10%, -2%, 6%, 1%, 2%, -4%
CC(C)(C)C(=O)COC(=O)CNC(=O)c1ccc(Oc2ccccc2)cc1
    -14%, 0%, 1%, 0%, -1%, -4%, /, 17%

# Part of the list above in another layout:
Structure	Tau fibril ThT	TR SRC2 fluor cs	RECQ1 inh	Tau FP inhib	JMJD2E inh	RGS12 GoLoco inh	L3MBTL1 inh	TRb-SRC2 inh
S=C(NCCN1CCOCC1)Nc1ccc(Cl)cc1Cl	8%	-3%	-10%	1%	1%	11%	13%	1%
CCOc1ccc(-n2c(O)c(/C=N/NC(=O)C3COc4ccccc4O3)c3ccccc3c2=O)cc1 (stereo unspecified)	?	-2%	0%	-5%	?	33%[activator]	6%	2%
COc1ccc(NC(=O)CSc2nnc(Cc3cccn3C)n2-c2ccc(OC)cc2)cc1	-17%	-1%	1%	1%	-8%	5%	-12%	-1%
CC(C)Cn1cc(C(=O)NC2CCN(Cc3ccccc3)CC2)c2c3ccccc3n(C)c2c1=O	-8%	1%	i	-5%	?	-13%	-2%	3%
O=C(Nc1ccccc1C(F)(F)F)c1ccc2oc(=O)c(S(=O)(=O)c3ccc(F)cc3)cc2c1	3%	-8%	/	?	/	/	/	-1%
C=CCNC(=O)c1onc(CSc2ccc(Cl)cc2)c1C(=O)O	0%	-2%	-9%	6%	3%	-4%	-1%	-10%
CSC(=NNC(=O)c1ccccc1O)SC	-4%	1%	i	-4%	-7%	-4%	/	4%
COc1ccc(C(Nc2cccc([N+](=O)[O-])c2)P(=O)(OC(C)C)OC(C)C)cc1 (stereo unspecified)	0%	3%	-5%	7%	11%	1%	-2%	5%
CCc1ccccc1NC(=S)N(CCN1CCOCC1)C1CCN(C(C)=O)CC1	-1%	0%	-2%	3%	-1%	3%	6%	-6%
COC(=O)N[C@@H](c1cccc(F)c1)[C@@H](C)[N+](=O)[O-]	-1%	2%	i	-12%	1%	-4%	/	2%

# The list goes on.
# Values run as follows: Tau fibril ThT, TR SRC2 fluor cs, RECQ1 inh, Tau FP inhib, JMJD2E inh, RGS12 GoLoco inh, L3MBTL1 inh, TRb-SRC2 inh
COc1ccccc1C(=O)NCCCNc1ccc([N+](=O)[O-])cc1
    ?, 5%, -9%, 1%, -2%, 9%, -1%, -1%
COc1ccccc1N(CC(=O)NCCSC(C)(C)C)S(C)(=O)=O
    1%, -1%, 0%, 5%, 4%, 5%, 11%, -4%
CCC(=O)N1CCc2cc(Br)cc(S(=O)(=O)CCC(=O)NCc3cccc(OC)c3)c21
    -13%, -1%, /, 3%, /, /, /, -10%
Cc1ccc(Cn2c(=O)n(Cc3nc(-c4ccccc4)no3)c(=O)c3cc4c(cc32)OCO4)cc1
    -8%, 0%, /, -7%, /, /, /, 0%
O=C(NCc1ccco1)/C(=C/C=C\c1ccccc1)NC(=O)c1ccc(Br)o1
    -1%, 0%, -5%, 2%, ?, -4%, -14%, -4%
COc1ccc(NC(=O)C2CC(=O)OC2(C)C)cc1 (stereo unspecified)
    -16%, -1%, 2%, -8%, 9%, -3%, -4%, -2%
CCOC(=O)c1sc(=NC(=O)c2ccc(Cl)s2)n(C)c1C
    -5%, -3%, 2%, 2%, ?, 7%, 15%, 0%
CSc1cccc(NC(=O)CN(C)S(=O)(=O)c2ccccc2)c1
    -1%, 0%, -2%, 1%, -1%, -4%, /, 12%
O=C(COC(=O)C1CCCO1)Nc1cccc(C(F)(F)F)c1 (stereo unspecified)
    -8%, -1%, 14%, 2%, 1%, -1%, /, 7%
CC(C)C1O/C(=N/C(=O)Nc2ccc(Cl)c(Cl)c2)NC1=O (stereo unspecified)
    8%, -5%, 8%, -7%, 5%, 3%, -7%, -16%
CC(C)(C)NC(=O)CN(C(=O)C1(C)CC(=O)N=C2C=CC=CN21)C1CCCC1 (stereo unspecified)
    -5%, 0%, -1%, -2%, ?, 7%, 2%, 6%
O=C(CN1C(=O)C2C3C=CC(C3)C2C1=O)NCc1ccccc1 (stereo unspecified)
    14%, 1%, -7%, 3%, 5%, -5%, 0%, -3%
COC(=O)c1cc(C(=O)N2CCOCC2)cc([N+](=O)[O-])c1
    -5%, -3%, -3%, 3%, 1%, -5%, /, -5%
COc1cc(CN(C(=S)NCC(=O)NC2CC2)C2CCCC2)cc(OC)c1OC
    -10%, 0.089µM*[quencher], -14%, 1%, -3%, 12%, 30%[activator], ?
CN(Cc1n[nH]c(=S)n1C)S(=O)(=O)c1ccccc1
    2%, -1%, 1%, 6%, -3%, 5%, 6%, -11%
COc1cccc(/C=N/NC(=S)Nc2cccc(C(=O)O)c2)c1
    -13%, 1%, 9%, 3%, -26%, 15%, 0%, 0%
CC(=O)NCCc1ccc(S(=O)(=O)N(C)C2CCS(=O)(=O)C2)cc1 (stereo unspecified)
    4%, -2%, 3%, 3%, 6%, 5%, 0%[11.4 µM], -10%
COc1ccccc1NC(=O)NCCN1CCN(c2cccc(Cl)c2)CC1
    -14%, 0%, /, -6%, /, /, /, -9%

# This is a subset. The share of hits here may be higher or lower than overall.
